Source: PubChem
TRPC6 activator: mouse TRPC6 channel activators, primary screen, cell-based, HEK293, membrane potential dye; HEK293-TRPC6 membrane potential dye fluorescence; active compounds read high; B-score at 10 µM; Short transient receptor potential channel 6 (Mus musculus), Q61143; hit rate 0.13% among 310,000;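 active = B-score of the integrated fluorescence ratio above library mean plus 3 SD, and starting fluorescence ratio within library mean plus 5 SD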;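 note: higher score means more depolarization so channel activation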
TRPC4 act: activators of mouse TRPC4 channel, primary screen, Fluo4 calcium, HEK293 TRPC4beta/mu-opioid cells; Short transient receptor potential channel 4 (Mus musculus), Q9QUQ5; Fluo4 calcium fluorescence; active compounds read high; B-score at 10 µM; hit rate 0.49% among 310,000; AID 2237, 2010;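 active = B-score above 5 SD of library B-scores, and initial fluorescence ratio not above library mean plus 5 SD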;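 note: positive B-score marks a calcium rise read as TRPC4 activation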
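System: HEK293 cells stably co-expressing mouse TRPC4beta and mu-opioid receptor; Schedule: Fluo4 dye loading 45 min at room temperature, 110 s recording; Detection: Fluo4 fluorescence, kinetic; Evaluation: B-scored integrated calcium fluorescence ratio; Controls: buffer (low) and maximal DAMGO (high).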
TRPC4 block: inhibitors of mouse TRPC4 channel, primary screen, Fluo4 calcium, HEK293 TRPC4beta/mu-opioid cells; DAMGO-evoked Fluo4 calcium flux; active compounds read low; hit rate 0.39% among 300,000; B-score at 10 µM; AID 2247, 2010; Short transient receptor potential channel 4 (Mus musculus), Q9QUQ5;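 active = B-score over 3 SD under the library average, no early fluorescence shift, positive overall ratio signal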
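Assay system: Stable TRPC4beta/mu-opioid receptor HEK293 cells | Reagent: DAMGO in two steps, submaximal then maximal | Compound dosing: Single concentration per test compound | Signal: Fluo4 Ca2+ flux fluorescence | Evaluation: Per-well B score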
TRPC4 potent: positive allosteric modulators of TRPC4, primary screen, cell-based, mouse TRPC4beta, HEK293 mu-opioid, Fluo-4 calcium. Short transient receptor potential channel 4 (Mus musculus), Q9QUQ5. DAMGO EC20, Fluo-4 Ca2+ flux; active compounds read high. B-score at 10 µM. hit rate 0.42% among 310,000. AID 2227, 2009;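 active = B-score of calcium response area above 5 SD of library B-scores, with initial fluorescence ratio within 5 SD of library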;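 note: B-score of integrated fluorescence ratio over time as area under calcium response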
TRPC6 inhibitor: mouse TRPC6 channel inhibitors, primary screen, cell-based, HEK293, membrane potential dye; ACh-evoked depolarization; active compounds read low; AID 2553, 2010; B-score at 10 µM; hit rate 1.1% among 310,000;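 active = B-score under library mean minus 3 SD, initial fluorescence not abnormally high, positive integrated signal ratio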;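 note: B-score derived from integrated fluorescence ratio over the kinetic read; more negative B-score means stronger inhibition of depolarization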
HIF activator: HIF pathway transcriptional activators, primary screen, cell-based, U2OS HRE-luciferase, luminescence; AID 1910, 2009; U2OS HRE-luciferase reporter; normalized: DMSO 0%, desferrioxamine 100%; hit rate 0.32% among 300,000; activation, % at 7.5 µM (by protocol);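 active = mean activation of at least 10% of the iron chelator positive control signal, with at least half of replicates also reaching 10%; inconclusive = mean and replicate majority disagree about reaching 10%; inactive = mean and most replicates under 10%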
KLF5 inh: KLF5 expression inhibitors, primary screen, DLD-1 cells, luminescence. DLD-1 KLF5 promoter-luciferase reporter. inhibition, % at 5 µM. hit rate 0.23% among 290,000;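 active = inhibition above a per-plate limit of that plate's mean compound inhibition plus 3 SD, cut at about 60% in these data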;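 note: 0% = DMSO wells and 100% = LY294002 at 200 µM; higher means less KLF5 promoter-driven luciferase light; inactives centre near -14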
aSyn 5UTR inh: MLPCN primary screen, SNCA 5' untranslated region. alpha-synuclein 5'UTR reporter, inhibitor activity. inhibition, % (tested at 7.5 µM). hit rate 0.82% among 300,000. AID 1813, 2009; in the data active = inhibition above about 60%; inconclusive = no clear call, values can overlap the other calls;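 note: H4 neuroglioblastoma cells stably carrying SNCA 5'UTR luciferase fusion; 0% = DMSO wells and 100% = positive control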
IEC-6 cytotox: cytotoxicity in IEC-6 intestinal epithelial cells, primary screen, cytotoxicity control for KLF5 inhibitor project, cell-based, luminescence | inhibition, % at 5 µM | hit rate 0.78% among 290,000 | AID 1825, 2009 | IEC-6 cytotoxicity, luminescence viability; in the data active = inhibition above about 22%;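 note: 0% = plate median of test compound wells and 100% = cytotoxic reference compound wells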
SKKanGAS inh: S. pyogenes SKKanGAS growth inhibitors in kanamycin, primary screen, streptokinase expression inhibitor project, SKKanGAS strain, BacTiter-Glo luminescence | hit rate 1.3% among 300,000 | 6 h | inhibition, % at 7.5 µM;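 active = mean replicate score, as percent of positive control median, at least 50; inconclusive = mean below 50 but one replicate at or above 50; inactive = mean and every replicate below 50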;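 note: strain carries kanamycin resistance gene driven by streptokinase promoter and grows in 40 µg/ml kanamycin; loss of luminescence reflects streptokinase promoter inhibition or plain growth inhibition; 0% = median of DMSO wells and 100% = positive control at its reference dose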
MrgX1 antagonist: antagonists of human MrgX1 receptor, primary screen, HEK293 cells, Fluo-4 calcium flux | Mas-related G-protein coupled receptor member X1 (Homo sapiens), Q96LB2 | BAM8-22 antagonism; active compounds read low | B-score at 10 µM | hit rate 1.3% among 310,000 | AID 588676, 2011;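 active = calcium-response B-score plate-corrected more than 3 library SD below zero, starting fluorescence within 5 deviations, no agonist response on first addition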;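 note: peak minus trough fluorescence over baseline after final BAM8-22 challenge near maximal dose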
Target sequence (Q96LB2 whole entry, looked up): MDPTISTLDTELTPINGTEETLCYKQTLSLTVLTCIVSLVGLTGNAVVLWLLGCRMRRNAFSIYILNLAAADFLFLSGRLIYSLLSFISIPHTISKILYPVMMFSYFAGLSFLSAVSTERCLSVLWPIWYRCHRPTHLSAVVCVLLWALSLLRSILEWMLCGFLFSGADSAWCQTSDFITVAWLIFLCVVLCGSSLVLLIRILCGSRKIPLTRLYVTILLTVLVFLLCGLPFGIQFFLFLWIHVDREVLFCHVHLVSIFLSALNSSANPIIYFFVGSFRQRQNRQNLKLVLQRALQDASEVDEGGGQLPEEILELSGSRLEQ
Starred values were filed as active, the others as inactive; i = inactive; ? = inconclusive; / = no result given.

SMILES	TRPC6 activator	TRPC4 act	TRPC4 block	TRPC4 potent	TRPC6 inhibitor	HIF activator	KLF5 inh	aSyn 5UTR inh	IEC-6 cytotox	SKKanGAS inh	MrgX1 antagonist
Cc1ccc(C)c(S(=O)(=O)Nc2ccccc2C(=O)Nc2cc(C)on2)c1	i	i	i	i	i	-0.3	-23.0	27.7	-1.8	11.8	i
COc1cc(C(=O)OCC#N)ccc1OCc1c(C)noc1C	i	i	i	i	i	1.5	-4.4	-66.4	2.8	-13.1	i
Cc1ccc(NC(=S)NC2CCN(Cc3ccccc3)CC2)cc1	i	i	i	i	i	-0.7	-5.9	14.3	-6.9	1.1	i
COc1cccc(-n2c(-c3cccc(S(=O)(=O)N(C)C)c3)n[nH]c2=S)c1	i	i	i	i	i	0.0	-11.4	23.9	3.0	-7.1	i
CC(C)(C)c1ccc(S(=O)(=O)Nc2ccccn2)cc1	i	i	i	i	i	-0.4	-4.3	24.8	2.9	-1.9	i
CCN1CCN(C(=O)c2nn(C)c3c2CS(=O)(=O)c2ccccc2-3)CC1	i	i	i	i	i	-0.3	3.7	-7.0	-3.0	-5.2	i
CCOc1ncccc1C(=O)OCc1ccc(C(=O)OC)cc1	i	i	i	i	i	3.9	-38.1	-126.0	2.1	-6.1	i
Fc1cccc(CN2CCN(Cc3nc(CCc4ccccc4)no3)CC2)c1	i	i	i	i	i	-0.1	-29.4	7.4	-2.6	-0.5	i
COc1ccc(CN(C)C(=O)Cc2ccsc2)c(OC)c1OC	i	i	i	i	i	-0.1	-11.2	-2.4	1.3	0.8	i
O=C(Nc1ccc(C(=O)N2CCCCC2)cc1)c1ccc([N+](=O)[O-])cc1	i	i	i	i	i	1.3	-36.6	10.8	-5.9	2.4	i

Structural class, those above containing four or more nitrogen atoms.
SMILES	TRPC6 activator	TRPC4 act	TRPC4 block	TRPC4 potent	TRPC6 inhibitor	HIF activator	KLF5 inh	aSyn 5UTR inh	IEC-6 cytotox	SKKanGAS inh	MrgX1 antagonist
COc1cccc(-n2c(-c3cccc(S(=O)(=O)N(C)C)c3)n[nH]c2=S)c1	i	i	i	i	i	0.0	-11.4	23.9	3.0	-7.1	i
CCN1CCN(C(=O)c2nn(C)c3c2CS(=O)(=O)c2ccccc2-3)CC1	i	i	i	i	i	-0.3	3.7	-7.0	-3.0	-5.2	i
Fc1cccc(CN2CCN(Cc3nc(CCc4ccccc4)no3)CC2)c1	i	i	i	i	i	-0.1	-29.4	7.4	-2.6	-0.5	i

(further entries)
SMILES	TRPC6 activator	TRPC4 act	TRPC4 block	TRPC4 potent	TRPC6 inhibitor	HIF activator	KLF5 inh	aSyn 5UTR inh	IEC-6 cytotox	SKKanGAS inh	MrgX1 antagonist
CCCc1c(C)c2c(C)[nH]nc2oc1=O	i	i	i	i	i	0.1	-67.1	-1.2	0.7	2.0	i
Cc1csc(NC(=O)c2nc3nc(C)cc(C)n3n2)n1	i	i	i	i	i	-41.9	-96.4	-90.0	8.5	-3.7	-5.37*
CCCOc1ccc(N/C=C/C(=O)c2ccc(OC)c(OC)c2)cc1	i	i	i	i	i	0.2	-41.3	1.8	4.0	-1.0	i
CCNS(=O)(=O)c1cccc(C(=O)c2c(C)cc3ccccn23)c1	i	i	i	i	i	0.0	-12.0	13.3	0.0	27.9	i
O=c1c2c3nc4ccccc4nc3n(CC3CCCO3)c2ncn1CCc1ccccc1 (stereo not drawn)	i	i	i	i	i	-0.2	-9.4	8.7	4.3	-0.3	i
CC(C)NC(=O)c1[nH]nc2c1CCc1ccccc1-2	i	i	i	i	i	3.5	-146.0	-164.9	1.1	5.1	i
CC(=O)Nc1ccc(OC(=O)c2ccco2)cc1	i	i	i	i	i	-0.1	-21.7	3.3	-2.6	-5.4	i
O=C(NC1(C(F)(F)F)NC(=O)N(Cc2ccccc2)C1=O)c1cccnc1 (stereo not drawn)	i	i	i	i	i	-0.4	-11.5	11.5	0.2	-4.1	i
COc1ccc(NC(=O)c2cccc(N3C(=O)c4ccc(C(=O)Nc5ccc(OC)c(O)c5)cc4C3=O)c2)cc1O	i	i	i	i	i	0.3	5.2	57.2	3.5	13.3	i
COc1ccc(OC)c(S(=O)(=O)NCCc2cn3ccsc3n2)c1	i	i	i	i	i	0.0	4.2	-27.0	3.1	3.0	i
CCNc1nc(NCC)nc(OCCOC(C)=O)n1	i	i	i	i	i	-0.1	19.8	10.4	1.2	-6.9	i
Cc1sc2nc(CN3CCCCC3)nc(Cl)c2c1C	i	i	i	i	i	0.0	-20.9	2.4	-5.3	1.9	i
Cc1ccccc1CC1(CO)CCCN(Cc2ccc3c(c2)OCCO3)C1 (stereo not drawn)	i	i	i	i	i	-0.2	-9.9	22.2	-6.2	-8.8	i
COc1cccc(/C=N/NC(=O)c2nc(-c3ccccc3)cc(-c3ccccc3)n2)c1O	i	i	i	i	i	10.9*	11.0	35.9	0.9	29.0	i
COC(=O)c1ccc(NC(=O)CCn2cccc2)cc1	i	i	i	i	i	0.1	-39.9	-10.2	4.9	-2.7	i
COc1ccccc1N=Nc1c(C)[nH][nH]c1=O	i	i	i	i	i	-1.1	-25.7	-2.2	3.9	-3.0	i
NCCCNc1ccc([N+](=O)[O-])cc1C(F)(F)F	i	i	i	i	i	0.0	-15.6	17.1	0.3	-2.0	i
O=C(Oc1cccc2cccnc12)c1cccc(-n2cnnn2)c1	i	i	i	i	i	-0.1	-15.1	2.7	-3.5	2.6	i
Cc1ccccc1NC(=O)c1cccc(S(=O)(=O)N2CCOCC2)c1	i	i	i	i	i	0.2	-11.9	8.4	-5.3	0.8	i
COc1c(C)cc(C(=O)C2CCCN(Cc3cccc4nccnc34)C2)cc1C (stereo not drawn)	i	110*	i	i	i	0.0	-23.4	28.4	1.5	2.2	i
O=C(CNC(=O)c1ccc(Br)o1)OCC(=O)c1cccc([N+](=O)[O-])c1	i	i	i	i	i	-0.2	-3.0	12.6	-6.6	0.2	i
CCC(C)NS(=O)(=O)c1ccc(-c2csnn2)s1 (stereo not drawn)	i	i	i	i	i	-2.8	-5.4	13.6	2.0	1.3	i
CC(C)c1ccc(NC(=O)c2cccc(Br)c2)cc1	i	i	i	i	i	1.7	-200.3	-174.5	11.6	-6.1	i
O=C(COC(=O)c1cccnc1Cl)NCCC1=CCCCC1	i	i	i	i	i	-0.9	-39.4	-4.0	2.0	18.1	i
COc1cccc(OC)c1C(=O)N1CCN(c2ccccn2)CC1	i	i	i	i	i	0.0	2.9	7.3	-1.8	-0.6	i
CC(=O)c1cccc(OCC(=O)Nc2cc(S(=O)(=O)N3CCOCC3)ccc2N2CCCC2)c1	i	i	i	i	i	-0.6	/	9.2	/	-2.7	i
COc1ccc(/C=C2\SC(=S)N(CCC(=O)Nc3ccc(C(=O)O)cc3)C2=O)cc1OC	i	i	i	i	i	0.0	-12.4	-1.9	-2.4	19.9	i
O=C1c2ccccc2NC(c2ccc(Br)s2)N1O (stereo not drawn)	i	i	i	i	i	0.9	/	-3.0	/	?	i
Cc1c(CC(=O)O)c(=O)oc2cc(OCc3ccc(Cl)cc3)ccc12	i	i	i	i	i	-7.1	-16.7	-7.5	5.4	6.6	i
O=C(CNc1ccc(F)cc1)N/N=C1\CCc2ccccc21	i	i	i	i	i	-0.3	-21.6	-4.3	-1.7	-7.5	i
Clc1ccc(SCNc2ccccc2Cl)cc1	i	i	i	i	i	0.0	-28.0	-0.9	-0.2	1.7	i
Cc1cc(C)c2nc(N3CCCN(C(=O)c4cnccn4)CC3)c(C#N)cc2c1	i	i	i	i	i	-0.1	-20.9	-4.7	8.4	-8.7	i
COc1ccc(-n2nc(C)c3onc(C)c3c2=O)cc1	i	i	i	i	i	-0.5	6.8	-2.7	0.7	-0.4	i
O=C(Nc1cccc2cccnc12)c1cccc(Cl)c1	i	i	i	i	i	3.4	-64.4	-60.4	7.6	-10.0	i
COc1ccc(-c2ccc(-c3nnc(-c4cc(OC)ccc4OC)o3)cc2)cc1	i	i	i	i	i	0.1	-20.5	0.1	3.3	23.7	i
COc1ccc(OC)c(N(CC(=O)NC2CCCC2)S(=O)(=O)c2ccc(OC)c(OC)c2)c1	i	i	i	i	i	-0.4	13.6	11.6	-0.5	1.4	i
COc1ccccc1CCC(=O)N(CCC1=CCCCC1)c1c(N)n(Cc2ccccc2)c(=O)[nH]c1=O	i	i	i	i	i	-21.2	/	20.2	/	6.4	i
COc1cccc(CNC(=O)C(CC(C)C)NC(=O)c2ccccc2C)c1 (stereo not drawn)	i	i	i	i	i	2.4	-5.7	-21.9	6.8	0.3	i
O=C(/C=C/c1cccs1)c1ccc(Br)cc1	i	i	i	i	i	1.0	-17.5	-95.8	2.0	-6.9	i
Fc1ccc(-n2nnc(-c3cnc4ccccc4c3)n2)cc1	i	i	i	i	i	-0.8	-72.3	93.8*	6.8	-2.9	i
CCOc1ccc(C(=O)CCC(=O)N2CCC(C(=O)OC)CC2)cc1	i	i	i	i	i	0.6	-16.2	-12.2	-3.2	-3.3	i
Cc1ccccc1NC(=O)NCCc1ccc(Cl)cc1	i	i	i	i	i	0.2	-4.9	-12.6	4.5	-3.3	i
COc1cccc(C2c3c(oc4ccccc4c3=O)C(=O)N2c2ccccn2)c1 (stereo not drawn)	i	i	i	i	i	-0.1	-10.2	-25.1	-3.4	-2.1	i
COc1cccc(/C=C/C(=O)NCCc2ccc3c(c2)OCCO3)c1	i	i	i	i	i	-0.3	-16.4	-22.5	1.8	2.3	i
